GAA850 FXN act: FXN promoter activators, primary screen, cell-based, luciferase luminescence, HEK293 lucGAA850; HEK293 lucGAA850 FXN promoter luciferase reporter, 24 h; percent of 10 µM SAHA response; activation, % at 6 µM; hit rate 0.56% among 360,000; AID 540364, 2011;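 active means activation above the average of all compounds screened plus 3 SD, cutoff fixed separately per campaign, cut at about 7.5% in these data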;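 further: 0% = DMSO wells and 100% = 10 µM SAHA wells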
ASAP1 inh: inhibitors of human ASAP1 ArfGAP activity, primary screen, biochemical, fluorescence polarization. Arf-GAP with SH3 domain, ANK repeat and PH domain-containing protein 1 (Homo sapiens), …. ASAP1-stimulated ARF1 GTP hydrolysis, GDP FP detection. inhibition, % at 16.5 µM. hit rate 0.19% among 360,000; in the data active means inhibition above about 25%;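 further: 0% = vehicle with enzyme and substrate and 100% = no enzyme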
Target sequence (Q9ULH1 325-724 limits assumed): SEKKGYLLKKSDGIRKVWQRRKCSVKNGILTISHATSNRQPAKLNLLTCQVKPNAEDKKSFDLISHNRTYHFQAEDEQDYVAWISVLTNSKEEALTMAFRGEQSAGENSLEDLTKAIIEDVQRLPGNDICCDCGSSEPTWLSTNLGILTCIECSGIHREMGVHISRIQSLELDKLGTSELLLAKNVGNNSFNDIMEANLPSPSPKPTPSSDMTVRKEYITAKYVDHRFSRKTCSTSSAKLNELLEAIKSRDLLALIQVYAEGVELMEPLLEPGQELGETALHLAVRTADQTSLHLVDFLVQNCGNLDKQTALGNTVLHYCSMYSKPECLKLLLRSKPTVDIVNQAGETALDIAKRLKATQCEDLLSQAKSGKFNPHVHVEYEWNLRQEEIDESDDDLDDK
ARFGAP1 inhibitor: inhibitors of rat ARFGAP1 GAP activity, primary screen, biochemical, fluorescence polarization, GDP tracer | ADP-ribosylation factor GTPase-activating protein 1 (Rattus norvegicus), Q62848 | Arfgap1-stimulated ARF1 GTP hydrolysis, GDP FP detection | inhibition, % at 16.5 µM | hit rate 0.26% among 360,000 | AID 651572, 2012;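 active means inhibition above a per-plate limit, mean inhibition of low control wells plus 3 SD, cut at about 25% in these data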;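 further: 0% = DMSO wells with enzyme and 100% = wells lacking Arfgap1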
Target sequence (Q62848 1-136 limits assumed): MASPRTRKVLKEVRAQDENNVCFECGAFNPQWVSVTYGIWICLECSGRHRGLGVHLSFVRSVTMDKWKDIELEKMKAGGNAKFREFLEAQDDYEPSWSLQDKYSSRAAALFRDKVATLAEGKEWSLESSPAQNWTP
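material = rat Arfgap1 catalytic domain, aa 1-136 | also added = human ARF1(Δ1-17)-GTP substrate | compound dosing = one concentration, 16.5 µM, DMSO 1.26% | times = GTP hydrolysis reaction 2 h at 25 °C | measured by = FP, GDP Alexa 633 tracer displaced from anti-GDP antibody, 620/688 nm | evaluation = percent inhibition of Arfgap1-stimulated GTP hydrolysis | replication = single well per compound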
ADAM10 inh: human ADAM10 inhibitors, primary screen, biochemical, QFRET, HTS; Disintegrin and metalloproteinase domain-containing protein 10 (Homo sapiens), O14672; recombinant ADAM10, EDANS/DABCYL FRET peptide cleavage, 3 h; inhibition, % at 7 µM; hit rate 0.62% among 370,000; AID 720582, 2013;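 active means inhibition above a per-campaign cutoff equal to the mean of compounds falling between control-based bounds plus 3 SD, cut at about 20% in these data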;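 further: 0% = DMSO wells while the 100% control is not disclosed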
rCAG binder: binders of r(CAG) RNA repeats, primary screen, biochemical, fluorescence; hit rate 1.3% among 370,000; AID 651821, 2012; inhibition, % at 3 µM; r(CAG) RNA repeat, TO-PRO-1 dye displacement fluorescence;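 active means inhibition above the plate cutoff, the mean of all test compounds on that plate plus 3 SD, cut at about 35% in these data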;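 further: 0% = DMSO alone and 100% = 100 µM mitoxantrone as full dye displacement; higher means more dye released from RNA so lower well fluorescence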
DDE Tn6 FP inh: inhibitors of Tn6 peptide binding to fibrin DD(E), primary screen, biochemical, fluorescence polarization, human fibrin, Tn6 probe; Fibrinogen beta chain (Homo sapiens), P02675; Fibrin DD(E) TRITC-Tn6 fluorescence polarization displacement; inhibition, % at 8.3 µM; hit rate 0.21% among 370,000;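 active means inhibition above a per-campaign cutoff: mean of compounds within control limits plus 3 SD, cut at about 15% in these data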;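 further: 0% = median of all compound wells on the plate and 100% = blocking peptide control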
Target sequence (P02675 whole entry, looked up): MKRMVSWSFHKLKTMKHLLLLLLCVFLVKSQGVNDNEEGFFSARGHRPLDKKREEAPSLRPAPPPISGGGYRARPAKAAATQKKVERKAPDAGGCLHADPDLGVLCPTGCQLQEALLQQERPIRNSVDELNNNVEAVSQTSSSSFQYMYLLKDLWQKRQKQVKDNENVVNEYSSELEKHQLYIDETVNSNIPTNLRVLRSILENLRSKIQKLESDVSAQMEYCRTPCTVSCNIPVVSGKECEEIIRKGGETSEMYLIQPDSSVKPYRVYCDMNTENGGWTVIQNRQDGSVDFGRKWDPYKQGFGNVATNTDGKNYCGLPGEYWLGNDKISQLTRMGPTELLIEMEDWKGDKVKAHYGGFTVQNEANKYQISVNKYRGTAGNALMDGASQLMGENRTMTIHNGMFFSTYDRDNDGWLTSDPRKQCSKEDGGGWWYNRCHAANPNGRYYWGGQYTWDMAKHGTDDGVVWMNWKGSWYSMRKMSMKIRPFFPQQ
GC-B act: human GC-B receptor activators, primary screen, HEK293 GC-B cells, cGMP TR-FRET, EC30 CNP; Atrial natriuretic peptide receptor 2 (Homo sapiens), P20594; 0% at EC30 CNP, 100% saturating CNP; activation, % at 10 µM; hit rate 0.11% among 370,000; AID 1920062, 2024;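 active means activation at 10 µM reaching about 35% in either raw or pattern-adjusted values, limit read from the data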
sPLA2-III inh: human group III sPLA2 inhibitors, primary screen, biochemical, QFRET, BODIPY PC-A2 liposome substrate; Group 3 secretory phospholipase A2 (Homo sapiens), Q9NZ20; QFRET BODIPY PC-A2 liposome hydrolysis, fluorescence; inhibition, % at 12.2 µM; hit rate 0.56% among 370,000; AID 743126, 2013;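 active means inhibition above mean plus 3 SD of compounds lying within the high and low control bounds, cut at about 19% in these data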;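 further: 0% = median of test compound wells and 100% = no enzyme DMSO wells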
GC-A act: GC-A stimulated cGMP production enhancers – HEK293 GC-A cells, cGMP TR-FRET, EC30 ANP, primary screen | hit rate 0.14% among 370,000 | activation, % at 10 µM | Atrial natriuretic peptide receptor 1 (Homo sapiens), P16066 | AID 1671463, 2021 | 0% at EC30 ANP, 100% saturating ANP; in the data active means activation above about 40%
proKLK7 act: proKLK7 zymogen activators, primary screen, biochemical, fluorescence intensity; purified proKLK7, EDANS-DABCYL substrate fluorescence; 100% is mature enzyme control, 0% vehicle; activation, % at 7 µM; hit rate 0.9% among 370,000; Kallikrein-7 (Homo sapiens), P49862;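 active means activation above the mean of all tested compounds plus 3 SD, computed per campaign excluding outliers beyond control limits, cut at about 13% in these data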
* = called active by the depositor.

What do the screens show for `COC(=O)c1[nH]c2ccc(C)cc2c1NS(=O)(=O)c1ccc(F)c(C)c1`?
GAA850 FXN act: -0.3; ASAP1 inh: 2.3; ARFGAP1 inhibitor: -6.2; ADAM10 inh: -13.8; rCAG binder: 1.7; DDE Tn6 FP inh: 1.0; GC-B act: -5.1; sPLA2-III inh: -28.7; GC-A act: 0.9; proKLK7 act: 0.4

How did CCCCCCN(C(=O)CCCCCN1C(=O)NC(c2ccc(-c3ccccc3)cc2)C(C(=O)OCc2ccccc2)=C1C)C(C(=O)NCCCC)c1ccccc1 (stereo not given) do in these assays?
ASAP1 inh: 9.6; ARFGAP1 inhibitor: 4.3; ADAM10 inh: -2.7; rCAG binder: 3.1; DDE Tn6 FP inh: 2.6; GC-B act: 3.8; sPLA2-III inh: -2.0; GC-A act: 3.9; proKLK7 act: 0.0

How did CC(C)CNS(=O)(=O)c1ccc(OCC(=O)Nc2ccc3c(c2)OCCO3)cc1 do in these assays?
GAA850 FXN act: -1.9; ASAP1 inh: 5.5; ARFGAP1 inhibitor: 7.2; ADAM10 inh: -3.5; rCAG binder: -4.3; DDE Tn6 FP inh: 1.9; GC-B act: 2.7; sPLA2-III inh: -10.9; GC-A act: -4.5; proKLK7 act: 0.3

What do the screens show for `Cc1cc(C(=O)CSc2nc(N)cc(=O)[nH]2)c(C)n1-c1ccc(OC(F)F)cc1`?
GAA850 FXN act: -1.9; ASAP1 inh: 0.9; ARFGAP1 inhibitor: -4.4; ADAM10 inh: -3.6; rCAG binder: 2.7; DDE Tn6 FP inh: 0.4; GC-B act: 2.3; sPLA2-III inh: -10.9; GC-A act: -4.6; proKLK7 act: -0.8

How did CCN(CC)C(=O)c1ccccc1NS(C)(=O)=O do in these assays?
GAA850 FXN act: -0.9; ASAP1 inh: -3.0; ARFGAP1 inhibitor: 8.5; ADAM10 inh: 4.5; rCAG binder: -2.3; DDE Tn6 FP inh: -3.6; GC-B act: -1.8; sPLA2-III inh: 10.4; GC-A act: -0.5; proKLK7 act: -0.3

How did CC(C)(C)c1ccc2oc(=O)cc(-c3cccc(-c4ccc(C(F)(F)F)cc4)c3)c2c1 do in these assays?
GAA850 FXN act: 1.1; ASAP1 inh: -6.1; ARFGAP1 inhibitor: -2.0; ADAM10 inh: -10.4; rCAG binder: 4.2; DDE Tn6 FP inh: 2.6; GC-B act: 4.6; sPLA2-III inh: 7.2; GC-A act: 2.3; proKLK7 act: -0.8

What do the screens show for `CN1CCC(NC(=O)Cc2c(F)cccc2Cl)CC1`?
GAA850 FXN act: 2.2; ASAP1 inh: -7.9; ARFGAP1 inhibitor: 8.4; ADAM10 inh: 6.1; rCAG binder: 0.6; DDE Tn6 FP inh: -0.5; GC-B act: -0.2; sPLA2-III inh: 2.9; GC-A act: 3.8; proKLK7 act: 0.6

What do the screens show for `O=C(NC1=NCCS1)c1cc(-c2cccnc2)nc2ccccc12`?
GAA850 FXN act: 0.7; ASAP1 inh: -2.9; ARFGAP1 inhibitor: 9.7; ADAM10 inh: -0.5; rCAG binder: 3.5; DDE Tn6 FP inh: 5.4; GC-B act: 4.0; sPLA2-III inh: -7.1; GC-A act: 4.2; proKLK7 act: -0.1

What do the screens show for `COC(=O)c1ccc(SCC(=O)NC2CCCC2)c([N+](=O)[O-])c1`?
GAA850 FXN act: 1.9; ASAP1 inh: -8.6; ARFGAP1 inhibitor: 10.9; ADAM10 inh: 2.9; rCAG binder: 2.1; DDE Tn6 FP inh: -3.4; GC-B act: 4.5; sPLA2-III inh: -2.0; GC-A act: -0.7; proKLK7 act: 0.0

Results for O=C(Nc1ccnn1C1CCN(C(=O)c2cc(Cl)ccc2F)CC1)C1CCOC1 (stereo not given) ?
GAA850 FXN act: 2.5; ASAP1 inh: 8.3; ARFGAP1 inhibitor: -5.8; ADAM10 inh: -4.9; rCAG binder: 0.9; DDE Tn6 FP inh: 2.7; GC-B act: -2.2; sPLA2-III inh: 4.9; GC-A act: 0.5; proKLK7 act: -0.2

How did CCc1n[nH]c(=S)n1/N=C/c1ccc(NC(C)=O)cc1 do in these assays?
GAA850 FXN act: -1.7; ASAP1 inh: -1.7; ARFGAP1 inhibitor: 7.0; ADAM10 inh: 4.7; rCAG binder: 2.1; DDE Tn6 FP inh: -2.8; GC-B act: -0.3; sPLA2-III inh: 2.0; GC-A act: -0.8; proKLK7 act: -0.4

What do the screens show for `COc1cc2nc(CN3CCN(S(=O)(=O)c4ccccc4)CC3)[nH]c(=O)c2cc1OC`?
GAA850 FXN act: -0.5; ASAP1 inh: 7.3; ARFGAP1 inhibitor: 1.4; ADAM10 inh: -4.0; rCAG binder: -1.0; DDE Tn6 FP inh: 1.1; GC-B act: -1.5; sPLA2-III inh: -4.4; GC-A act: -5.0; proKLK7 act: 0.0

What do the screens show for `COc1ccc(-c2noc(N3CCC(C(=O)NCCCN4CCCCC4)CC3)n2)cc1`?
GAA850 FXN act: 0.4; ASAP1 inh: -4.2; ARFGAP1 inhibitor: -9.5; ADAM10 inh: 9.4; rCAG binder: 3.9; DDE Tn6 FP inh: 0.7; GC-B act: -5.2; sPLA2-III inh: -3.6; GC-A act: -2.4; proKLK7 act: 0.5

How did COc1ccc(CCNc2ncnc3c2[nH]c2cc(OC)c(OC)cc23)cc1OC do in these assays?
GAA850 FXN act: -2.5; ASAP1 inh: 13.6; ARFGAP1 inhibitor: 22.2; ADAM10 inh: -216.7; rCAG binder: 0.6; DDE Tn6 FP inh: -17.9; GC-B act: -0.8; sPLA2-III inh: -1.4; GC-A act: 0.9; proKLK7 act: -2.9

Results for O=C(NCCc1nc(-c2ccc(F)cc2)no1)c1ccc(F)cc1 ?
GAA850 FXN act: -0.7; ASAP1 inh: 11.8; ARFGAP1 inhibitor: 0.5; ADAM10 inh: -6.0; rCAG binder: -1.9; DDE Tn6 FP inh: 1.8; GC-B act: -4.5; sPLA2-III inh: 4.2; GC-A act: -0.3; proKLK7 act: -0.3

Results for Cc1cc(C)c(-c2nc3ccccc3s2)[nH]1 ?
GAA850 FXN act: 2.2; ASAP1 inh: 12.2; ARFGAP1 inhibitor: -3.0; ADAM10 inh: -156.3; rCAG binder: 9.3; DDE Tn6 FP inh: 2.5; GC-B act: -5.7; sPLA2-III inh: 2.3; GC-A act: -3.3; proKLK7 act: 0.5

Results for O=C1NC(O)CCN1C1CC(O)C(CO)O1 (stereo not given) ?
ASAP1 inh: 4.9; ARFGAP1 inhibitor: 6.3; ADAM10 inh: -2.3; rCAG binder: 1.1; DDE Tn6 FP inh: -3.7; GC-B act: -0.3; sPLA2-III inh: 9.0; GC-A act: -1.8; proKLK7 act: -0.8

How did COc1ccc(C2CC(c3ccccc3)=NN2C(=O)CCC(=O)O)cc1 (stereo not given) do in these assays?
GAA850 FXN act: -1.3; ASAP1 inh: 2.2; ARFGAP1 inhibitor: 11.8; ADAM10 inh: -5.3; rCAG binder: 2.0; DDE Tn6 FP inh: 5.9; GC-B act: -3.0; sPLA2-III inh: 7.0; GC-A act: 1.3; proKLK7 act: 0.5

How did CCOC(=O)C(C)Oc1ccc(C2NC(=O)NC(C)=C2C(=O)Nc2ccccc2C)cc1 (stereo not given) do in these assays?
GAA850 FXN act: 2.1; ASAP1 inh: 8.5; ARFGAP1 inhibitor: -1.6; ADAM10 inh: -8.2; rCAG binder: -0.4; DDE Tn6 FP inh: 5.6; GC-B act: 0.2; sPLA2-III inh: -0.1; GC-A act: -0.3; proKLK7 act: -0.4

How did O=C(Nc1cccnc1)c1ccc2c(c1)C(=O)N(CC1CCCO1)C2=O (stereo not given) do in these assays?
GAA850 FXN act: 1.3; ASAP1 inh: -10.9; ARFGAP1 inhibitor: -11.0; ADAM10 inh: 7.5; rCAG binder: 0.4; DDE Tn6 FP inh: -0.3; GC-B act: -5.4; sPLA2-III inh: 4.4; GC-A act: -3.7; proKLK7 act: -0.6

What do the screens show for `CC/C(Cc1ccccc1)=N/NC(=O)c1cccc(Br)c1`?
GAA850 FXN act: 0.6; ASAP1 inh: -1.8; ARFGAP1 inhibitor: 9.2; ADAM10 inh: 3.3; rCAG binder: -0.2; DDE Tn6 FP inh: -5.5; GC-B act: -1.9; sPLA2-III inh: -7.7; GC-A act: 0.4; proKLK7 act: 0.1

Results for COc1ccccc1CNC1CCC12CCC(c1ccccc1)CC2 (stereo not given) ?
ADAM10 inh: -5.3; DDE Tn6 FP inh: -0.9; GC-B act: -13.7; sPLA2-III inh: 8.2; GC-A act: -16.5

Results for CCN(C(=O)COC(=O)c1cc(NS(=O)(=O)c2ccc(Cl)c([N+](=O)[O-])c2)ccc1O)C1CCCCC1 ?
GAA850 FXN act: 0.8; ASAP1 inh: 6.4; ARFGAP1 inhibitor: -1.4; ADAM10 inh: -0.2; rCAG binder: 4.9; DDE Tn6 FP inh: 0.6; GC-B act: -2.8; sPLA2-III inh: -6.8; GC-A act: 1.5; proKLK7 act: -0.7

What do the screens show for `Cc1ccc(-c2ccc([C@H]3[C@H]4C=CC[C@@H](C)[C@@H]4C(=O)N3Cc3ccccc3)c(F)c2)cc1`?
GAA850 FXN act: 0.6; ASAP1 inh: 11.8; ARFGAP1 inhibitor: -2.6; ADAM10 inh: -0.4; rCAG binder: 7.4; DDE Tn6 FP inh: 0.7; GC-B act: 4.5; sPLA2-III inh: -3.9; GC-A act: 0.8; proKLK7 act: -0.3

Results for Nc1nc(N2CCN(C/C=C/c3ccccc3)CC2)nc2ccccc12 ?
GAA850 FXN act: -0.1; ASAP1 inh: -12.8; ARFGAP1 inhibitor: -2.3; ADAM10 inh: -38.2; rCAG binder: -8.3; DDE Tn6 FP inh: 1.9; GC-B act: 0.7; sPLA2-III inh: -6.8; GC-A act: -2.1; proKLK7 act: 0.7

What do the screens show for `C=CCn1c(C(C)NC(=O)c2ccc(C)cc2)n[nH]c1=S` (stereo not given)?
GAA850 FXN act: -3.0; ASAP1 inh: -19.5; ARFGAP1 inhibitor: -6.7; ADAM10 inh: -8.1; rCAG binder: -1.4; DDE Tn6 FP inh: -0.2; GC-B act: 1.0; sPLA2-III inh: 0.1; GC-A act: -0.8; proKLK7 act: 0.1

Screens as filed in PubChem.

Outcome played no part in choosing rows; any-hit rate near 4.5%.
